KOR beta-arrestin-1: KOR agonists, beta-arrestin recruitment, primary screen, cell-based, luminescence, uHTS (AID 1777); KOR beta-arrestin recruitment, luminescence; higher % means a stronger effect; Kappa-type opioid receptor (Homo sapiens); one-dose activation, % at 10 µM; EC50 in µM for titrated hits; hit rate 0.02% among 280,000; in the data active = activation above about 50%, passing the limit was not always enough; also: a part of the inactive calls stands beside numbers as strong as those of hits
K1F lysis inhibition: inhibition of K1F phage lysis, E. coli UTI89, bacterial capsule biogenesis inhibitors, alamar blue (AID 488966). inhibition, % at 100 µM, or IC50 in µM where a hit was titrated. E. coli UTI89 K1F phage lysis, alamar blue, 2 h; higher % means a stronger effect. hit rate 0.02% among 340,000;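 active = phage lysis inhibition, versus mean bacterial control, above a set limit; inconclusive = no clear call, values can overlap the other calls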;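 also: capsule biogenesis inhibitors block K1F phage lysis so surviving cells raise fluorescence; higher fluorescence means more inhibition of phage lysis; actives were called in the ten point dose series up to 300 µM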
GPR35 antagonists: GPR35 antagonists blocking zaprinast-driven arrestin recruitment, primary screen, imaging, U2OS, beta-arrestin-GFP, zaprinast agonist (AID 2058); U2OS GPR35 beta-arrestin-GFP translocation imaging, zaprinast antagonism; higher % means a stronger effect; G-protein coupled receptor 35 (Homo sapiens); hit rate 0.052% among 290,000; one-dose inhibition, % at 10 µM; IC50 in µM for titrated hits;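 active = inhibition of at least 50% with at least 30 cells and total cytoplasm GFP at most 10,000,000; inconclusive = under 30 cells or total GFP of 10,000,000 plus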
GPR55 antagonists: GPR55 antagonists blocking LPI-driven arrestin recruitment, primary screen, imaging, U2OS, beta-arrestin-GFP, LPI agonist (AID 2013); G-protein coupled receptor 55 (Homo sapiens); U2OS GPR55 beta-arrestin-GFP translocation imaging, LPI antagonism; higher % means a stronger effect; inhibition, % at 10 µM; hits with a dose series show IC50 in µM; hit rate 0.13% among 290,000;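 active = spots per cell inhibited over 60%, with over 100 cells counted and total cytoplasm intensity under 500,000; inconclusive = wells with under 100 cells, flagged as likely toxic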;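 also: U2OS cells stably carrying GPR55 and arrestin-GFP stimulated by 5 µM LPI near EC80; imaged beta-arrestin-GFP aggregate spots per cell after agonist stimulation; plate controls were LPI-stimulated DMSO wells for no effect and DMSO wells without LPI for full effect; some results filed as inactive read as strong as hits; confirmed hits need IC50 under 10 µM and bright autofluorescent wells are also inconclusive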
GPR55 activation: GPR55 agonists via beta-arrestin recruitment, primary screen, imaging, U2OS cells, beta-arrestin-GFP redistribution (AID 1961); G-protein coupled receptor 55 (Homo sapiens); U2OS GPR55 beta-arrestin-GFP redistribution imaging; higher % means a stronger effect; activation, % at 10 µM, or EC50 in µM where a hit was titrated; hit rate 0.048% among 290,000;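 active = activation above 40% with more than 50 cells counted in the well; inconclusive = wells holding fewer than 50 cells, flagged as toxic or sparse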;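 also: U2OS osteosarcoma cells stably expressing GPR55 and beta-arrestin-GFP; plate controls were DMSO negative control for no effect and LPI positive control for full effect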
MgcRacGAP inhibition: MgcRacGAP GTPase-activating activity inhibitors, confirmation, biochemical, ADP Hunter fluorescence. Rac GTPase-activating protein 1 (Homo sapiens). MgcRacGAP-stimulated Rac1 GTP hydrolysis, ADP Hunter fluorescence; higher % means a stronger effect; GST-tagged Rac1 F28L mutant substrate. one-dose inhibition, % at 30 µM; IC50 in µM for titrated hits. hit rate 0.6% among 340,000. AID 624330, 2012;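 active = first-screen hits whose inhibition reached a set limit at any dose in the follow-up dose series; inconclusive = inhibition above the set first-screen limit but never retested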;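 also: fluorescence reports GDP produced by GAP-driven GTP hydrolysis; strong numbers were not always called active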
KOR beta-arrestin-2: KOR antagonists, beta-arrestin recruitment, cell-based, luminescence, uHTS (AID 1778) | one-dose inhibition, % at 10 µM; IC50 in µM for titrated hits | Kappa-type opioid receptor (Homo sapiens) | hit rate 0.091% among 290,000 | KOR beta-arrestin recruitment, luminescence, antagonist mode; higher % means a stronger effect; in the data active = inhibition above about 50%; also: strong numbers were not always called active
NOD1 inhibition: NOD1 signaling inhibitors, primary screen, cell-based, luminescence, uHTS (AID 1578); NOD1-driven NF-kB luciferase reporter cells, luminescence; higher % means a stronger effect; inhibition, % at 4 µM; hits with a dose series show EC50 in µM; hit rate 1% among 290,000; in the data active = inhibition mostly above about 36%, no sharp cut-off; inactive = mostly below about 34%;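 also: HEK-293T reporter cells stimulated with the NOD1 agonist gamma-tri-DAP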
NTR1 agonist: agonists of NTR1, primary screen, imaging, U2OS cells, beta-arrestin-GFP, high content (AID 493036); hit rate 0.17% among 330,000; NTR1-U2OS beta-arrestin-GFP spot imaging, agonist mode; Neurotensin receptor type 1 (Homo sapiens), P30989; activation, % at 20 µM;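 active = activation at or above 40% of the spot to cytoplasm intensity ratio, with at least 20 cells analyzed; inconclusive = wells under 20 cells, flagged as cytotoxic or low count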;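 also: 0% = DMSO without peptide and 100% = 100 nM NTR1 peptide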
Target sequence (P30989 whole entry, looked up): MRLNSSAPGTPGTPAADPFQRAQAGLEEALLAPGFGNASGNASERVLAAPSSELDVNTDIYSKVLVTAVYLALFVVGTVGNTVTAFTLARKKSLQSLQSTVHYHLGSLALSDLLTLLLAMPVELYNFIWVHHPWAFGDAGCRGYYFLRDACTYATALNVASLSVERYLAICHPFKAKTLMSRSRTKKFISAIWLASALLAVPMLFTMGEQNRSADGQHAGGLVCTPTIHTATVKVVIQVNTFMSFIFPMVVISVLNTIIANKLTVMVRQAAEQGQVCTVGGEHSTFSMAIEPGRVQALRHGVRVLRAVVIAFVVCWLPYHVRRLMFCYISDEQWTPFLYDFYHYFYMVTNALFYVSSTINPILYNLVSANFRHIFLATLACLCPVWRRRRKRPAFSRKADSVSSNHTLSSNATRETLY
NTR1 agonist cell count 20 µM: also measured in NTR1 agonist; calls as there; cell count; measured here: cell count, cytotoxicity flag
Starred values were filed as active, the others as inactive; ? = inconclusive; . = no result given; [ ] = remark or other dose.

structure	KOR beta-arrestin-1	K1F lysis inhibition	GPR35 antagonists	GPR55 antagonists	GPR55 activation	MgcRacGAP inhibition	KOR beta-arrestin-2	NOD1 inhibition	NTR1 agonist	NTR1 agonist cell count 20 µM
Cc1cnc(C(=O)Nc2ccc(F)cc2)cn1	-1.3%	1.1%	4%	1%	-0.2%	4%	-17%	-16%	-0.2	88
N#CCCN(C(=O)COc1ccc(Cl)cc1Cl)c1ccccc1	1.0%	1.6%	-17%	-2%	0.1%	-2%	-3%	-24%	-0.6	62
O=C(NCCc1ccccc1F)C1CC(O)CN1C(=O)Nc1ccccc1 (stereo not given)	1.3%	0.2%	2%	9%	-0.1%	9%	-25%[20 µM]	22%	-1.3	58
COc1ccccc1-c1cc(C(F)(F)F)nc(N2CCCCC2)n1	-7.2%	5.6%	-14%	13%	-0.1%	4%	12%	12%	6.8	59
CCOc1ccc2c(c1)N(C(=O)CN1C(=O)CCC1=O)C(C)(C)C=C2C	2.7%	-0.3%[50 µM]	22%	4%	-0.2%	6%	-11%	-13%	0.4	69
CCCC1CC(C)(/C(C)=N\NC(N)=S)OC1=O (stereo not given)	.	-0.6%	0%	5%	0.5%	4%	-38%[20 µM]	-31%	-0.2	49
COc1ccc(C(O)(C(=O)NNc2ccc(C)cc2)c2cccs2)cc1 (stereo not given)	-1.6%	1.3%	4%	0%	-0.2%	0%	-7%	-27%	-0.4	77
Cc1ccc(O)c(NC(=O)/C=C/C(=O)O)c1	0.2%	0.5%	0%	14%	0.6%	?	18%	-15%	0.9	44
COCC1=C(C(=O)OC)C(c2cccs2)n2ncnc2N1 (stereo not given)	-4.1%	0.3%	-15%	0%	0.5%	8%	-24%	4%	-0.6	56
Cn1c(=O)c2cn(-c3ccc4c(c3)OCCO4)cc2n(C)c1=O	-3.1%	0.5%	-2%	-4%	-0.1%	2%	19%	-76%	1.3	65
CC(c1ccccc1)N(NC(=O)C(O)(c1ccccc1)c1ccccc1)C(=O)c1ccccc1 (stereo not given)	2.3%	0.1%	-1%	-7%	0.1%	9%	3%	-1%	-1.1	57
COC(=O)C1CCCN1C(=O)COc1ccc(Br)cc1Cl (stereo not given)	3.4%	3.4%	12%	6%	-0.1%	5%	-29%	-31%	2.5	48
O=C(COc1ccc([N+](=O)[O-])cc1Cl)Nn1cnnc1	0.2%	0.3%[50 µM]	-5%	-2%	1.2%	1%	18%	-2%	1.7	65
COC(=O)NNC1=CC(=O)CC(C)(C)C1	-2.8%	1.0%	8%	11%	0.0%	3%	-15%	15%	-0.8	31
COc1ccc2cc(C3OCCO3)c(Cl)nc2c1	-2.3%	0.1%	9%	-6%	-0.1%	7%	-13%	-25%	0.0	59
O=C(COc1ccc(C2SCCS2)cc1)Nc1ccc(Cl)cc1	2.6%	0.5%	4%	-2%	0.6%	7%	-22%	0%	0.7	67
COc1cc2c(cc1OC)C(c1ccc(C)o1)CC(=O)N2 (stereo not given)	-5.0%	2.2%	-9%	10%	0.6%	8%	6%	-15%	-2.2	54
O=C(Nc1ccc(Br)c2cccnc12)c1ccc(Cn2cc(Cl)cn2)o1	1.5%	-0.3%	-1%	46%	-0.3%	12%	15%	-34%	3.1	100
CC(=O)C1=C(O)C(=O)N(CCC(=O)O)C1c1ccccc1Cl (stereo not given)	-2.8%	1.4%	1%	17%	-0.1%	4%	14%	-17%	-0.3	71
Cc1ccc(NC(=S)NC(NC(=O)c2ccccc2C)C(Cl)(Cl)Cl)c(C)c1 (stereo not given)	-3.2%	-0.7%	-3%	10%	-0.1%	-7%	14%	5%	-1.5	97
CCCCCSc1nnc(-c2ccccc2N)c(=O)[nH]1	-3.6%	-0.3%	0%	3%	-0.1%	0%	-37%	-35%	1.1	41
COc1ccc(S(=O)(=O)N2CCC(C(=O)Nc3nccs3)CC2)cc1	2.8%	0.0%	-5%	11%	-0.2%	3%	-8%	-40%	-0.5	50
COc1ccc(-c2nc(CS(=O)(=O)CC(=O)NCCCc3ccccc3)c(C)o2)cc1	0.3%	0.1%	13%	9%	-0.3%	12%	-26%	21%	-0.2	76
CC(C)c1ccc(C(=O)CC2(O)C(=O)N(CN3CCOCC3)c3ccccc32)cc1 (stereo not given)	-1.4%	0.7%	10%	-3%	0.1%	11%	-10%	.	1.2	62
CC(=O)NCCN=C(C)c1sc2ccccc2c1O	-2.9%	0.7%[50 µM]	-1%	-1%	-0.4%	10%	18%	-28%	-0.9	46
CCCn1cc([C@@H]2C[C@H]3CN(Cc4cccc(Cl)c4)C(=O)[C@]34CCCN24)c(C)n1	-1.3%	1.6%[50 µM]	-3%	14%	-0.1%	10%	25%	-5%	1.2	54
C/C(N)=C(/C#N)C(=O)COC(=O)CNS(=O)(=O)c1c(F)cccc1F	-3.4%	0.1%	2%	-2%	-0.2%	5%	15%	-24%	-1.1	42
NC(=S)NN=C(Cc1ccccc1)Cc1ccccc1	-3.7%	0.1%	7%	-2%	-0.1%	6%	13%[20 µM]	-12%	5.0	62
Cn1c(=O)[nH]c2ncccc21	-0.9%	0.1%	-4%	8%	-0.2%	4%	-10%	2%	0.3	67
Cn1c(C(=O)N(Cc2ccccc2)Cc2cccs2)cc2sccc21	3.5%	3.0%	11%	0%	0.2%	7%	9%	-9%	8.6	86
CN(C)NC(=S)NC1CC2CCC1C2 (stereo not given)	3.5%	-0.7%	1%	-6%	0.2%	17%	-9%	-6%	1.8	56
O=C(OCc1ccccc1)/C(=C/c1cccc(Br)c1)NC(=O)c1ccco1	4.3%	-0.1%	-3%	0%	-0.2%	7%	-11%	24%	1.6	55
CC(C)c1ccc(N2C=Nc3ccc(C(C)C)cc3C2)cc1	-0.7%	0.9%	2%	14%	0.3%	9%	-6%	-5%	14	53
O=C(c1ccc(Cl)cc1)N1CCCOC1	-4.9%	0.6%	16%	8%	0.2%	3%	27%	-22%	-1.6	79
COc1ccc(CCNC(=O)CSc2nncn2N)cc1OC	-2.0%	1.2%	-2%	-4%	-0.1%	5%	4%	-10%	0.5	43
O=C(NC1CCN(C(=O)c2ccccc2Br)CC1)c1ccccc1	-0.4%	-0.1%	12%	9%	-0.1%	-6%	19%	-13%	0.8	73
Cc1ccsc1/C=N/NC(=O)c1ccncc1	0.4%	0.1%	1%	0%	-0.3%	-2%	-44%	-8%	-1.3	58
CCCSc1nc2c(c(=O)n(C)c(=O)n2C)n1Cc1ccc(C)cc1	-0.5%	0.1%	0%	5%	-0.3%	9%	23%	-7%	16	41
C[C@@H]1CC=C[C@H]2[C@H]1C(=O)N(Cc1ccccc1)[C@H]2c1ccc(Br)cc1F	0.0%	1.6%	-11%	19%	0.6%	7%	9%	1%	-1.9	93
c1cc(N2CCCC2)ccc1C(c1nnnn1C1CCCCC1)N1CCOCC1 (stereo not given)	9.8%	1.6%	12%	-10%	0.3%	-4%	-13%	-33%	1.6	66
N#Cc1ccc(/C=C/C(=O)c2cccnc2)cc1	-5.6%	-1.6%	2%	15%	-0.3%	14%	46%	2%	9.2	32
Nc1ccccc1Nc1nc2ccccc2[nH]1	-6.5%	-0.1%	6%	0%	0.1%	10%	9%[20 µM]	55%	3.1	66
COc1ccc(OC)c(C2CC(=O)NC(SC)=C2C#N)c1 (stereo not given)	0.6%	0.4%	11%	1%	-0.2%	-4%	-15%	-6%	-1.1	53
Cc1cc(C(F)F)n2nc(C(=O)Nc3ccc(F)cc3F)nc2n1	2.0%	1.1%	7%	-11%	0.3%	10%	4%	-13%	-1.2	25
CC(C(=O)N1CCc2ccccc21)n1cccc1 (stereo not given)	1.6%	0.3%	6%	0%	-0.1%	5%	23%	-12%	-0.1	89
O=C(O)CCCSCC(=O)Nc1ccccc1	-1.5%	-1.8%	-7%	6%	-0.1%	1%	4%	-3%	1.1	52
CCN(CC)S(=O)(=O)c1ccc(NC(=O)CN(c2ccc(OC)cc2OC)S(C)(=O)=O)cc1	-3.6%	0.2%	1%	8%	-0.1%	6%	10%	-5%	-1.9	78
COc1ccc(/C(N)=N/OC(=O)Cc2ccccc2)cc1	-1.4%	0.1%	-7%	-3%	0.2%	12%	0%	-10%	0.1	81
CCC(=O)Nc1c2c(nn1-c1ccccc1C)CSC2	-3.6%	-0.1%	-12%	-8%	-0.1%	10%	24%	-22%	-0.5	51
CC(=O)c1cccc(CN2CCC(n3nccc3NC(=O)CCCc3ccccc3)CC2)c1	4.1%	0.1%	2%	11%	0.3%	1%	-8%	-16%	-0.1	58
C=CCNC(=O)c1onc(CSc2cccc(C)c2)c1C(=O)O	1.5%	3.0%	8%	-5%	-0.1%	6%	-39%	-16%	1.6	72
O=C(OCc1ccc(Cl)cc1)c1cccnc1Cl	2.0%	-2.4%	-4%	-8%	-0.2%	10%	-12%	-33%	0.3	42
Cc1nn(CC(=O)OCC(=O)Nc2ccccc2[N+](=O)[O-])c(C)c1[N+](=O)[O-]	1.4%	0.0%	1%	14%	0.3%	14%	-21%	-25%	0.3	83
NS(=O)(=O)c1cc([N+](=O)[O-])ccc1NCc1cccnc1	-4.0%	0.1%	-2%	-6%	0.0%	7%	8%	-2%	-0.3	100
Cc1ccc(NC(=O)NNS(=O)(=O)c2ccc(Br)cc2)cc1	-0.2%	0.4%	0%	2%	0.0%	2%	-20%	-8%	-0.2	49
Cc1oc(-c2ccccc2F)nc1CS(=O)(=O)CC(=O)N1CCN(Cc2ccccc2)CC1	-0.2%	3.6%	-12%	6%	-0.1%	1%	17%	-6%	-0.6	79
CCC(C)NC(=O)CSC1=Nc2ccccc2C2=NC(CC(=O)NCc3ccc(F)cc3)C(=O)N12 (stereo not given)	-3.8%	1.7%	-6%	2%	-0.1%	2%	13%	-12%	-1.2	89

Only part of the results is shown, so the mix of outcomes need not match the whole.
